Assay outcomes deposited in PubChem by National Center for Advancing Translational Sciences (NCATS).
p53 reactivator – qHTS assay for re-activators of p53 using a Luc reporter; H1299 p53-A138V BP100-luciferase reporter, luminescence, 24 h; Potency, µM (top dose mostly 92.2 µM), without a hit: at the highest dose activity change, positive = activation, most hits filed as activators; actives 0.063% (n = 320,000); further: potency means the concentration at half of the fitted maximal effect; % of control where 0% means no effect; nearly all actives have a fitted effect of over 45% in size
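H1299 (p53-null), stable ts p53-A138V + BP100-Luc; 1000 cells/well, Opti-MEM/10% FBS; cpd 4 pt, 1:5; 24 h, 37 deg C, 5% CO2; detection reagent 10 min RT; luminescence.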
Eya2 phos inh – qHTS Assay for Inhibitors of the Phosphatase Activity of Eya2. AID 488837, 2010. actives 0.006% (n = 330,000). Potency, µM (highest dose often 76.9 µM), for the others: at the top dose activity, negative = inhibition, usual class: inhibitors. recombinant Eya2, OMFP fluorescence dephosphorylation (OMFP is methylfluorescein phosphate); further: potency means the concentration at half of the fitted maximal effect; on the % scale 0 is the no-effect control and ±100 the full control effect
Target sequence (O00167 whole entry, looked up): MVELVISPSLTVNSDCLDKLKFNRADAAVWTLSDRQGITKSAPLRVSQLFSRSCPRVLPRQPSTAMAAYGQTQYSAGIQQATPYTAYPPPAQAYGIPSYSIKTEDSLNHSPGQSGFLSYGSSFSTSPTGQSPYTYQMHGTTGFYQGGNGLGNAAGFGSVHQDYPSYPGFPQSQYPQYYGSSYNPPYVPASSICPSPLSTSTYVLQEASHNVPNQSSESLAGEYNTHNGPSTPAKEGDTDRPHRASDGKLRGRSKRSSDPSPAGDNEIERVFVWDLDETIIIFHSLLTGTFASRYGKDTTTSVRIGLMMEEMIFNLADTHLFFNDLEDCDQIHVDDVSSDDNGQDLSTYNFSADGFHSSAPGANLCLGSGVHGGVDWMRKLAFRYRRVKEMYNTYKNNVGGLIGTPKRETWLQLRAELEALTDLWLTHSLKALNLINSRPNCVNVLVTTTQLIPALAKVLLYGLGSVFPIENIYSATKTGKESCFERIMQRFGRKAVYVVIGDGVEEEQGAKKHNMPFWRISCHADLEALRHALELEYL
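Eya2 protein (added as 0.2 uM solution) was preincubated with compound for 10 min at ambient temperature in 50 mM HEPES pH 7.5, 50 mM NaCl, 5 uM MgCl2, 0.05% BSA, 1 mM DTT. OMFP (added at 50 uM) then reacted 10 min; fluorescence read at 485/525 nm.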
ELG1 genotoxic – qHTS screen for small molecules that induce genotoxicity in human embryonic kidney (HEK293T) cells expressing luciferase-tagged ELG1. HEK293T ELG1-luciferase reporter, luminescence, 16 h. Potency, µM (highest dose often 46 µM), without a hit: top-dose activity change, positive = activation, actives largely listed as activators. actives 1.3% (n = 330,000); further: potency means the concentration at half of the fitted maximal effect; % of control where 0% means no effect; nearly all actives have a fitted effect of over 60% in size
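Reporter readout depends on ELG1 protein level, which increases with genetic stress. After 16 hr compound exposure at 37 °C, luciferase activity was quantified using ONE-Glo.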
BRCA1 expr act – qHTS Assay to Identify Small Molecule Activators of BRCA1 Expression; MCF7-BRCA1-FFLuc reporter, luminescence, 48 h; response scale: scaled: vehicle 0%, 10 µM genistein 100%; Potency, µM (highest dose often 46.1 µM), without a hit: at the highest dose activation, most hits filed as activators; actives 1.1% (n = 380,000); AID 624202, 2012; further: potency means the concentration at half of the fitted maximal effect; nearly all actives have a fitted effect of over 80% in size; some results filed as inactive show a strong effect at the top dose
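MCF7 cells carrying a BRCA1-firefly luciferase reporter (2000 cells/well, phenol-red free MEM) were attached for 2 h at 37 °C, then given compounds for 48 h. Luminescence was read 15 min after luciferase reagent; activity normalized to genistein (10 microM) and DMSO.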
TSG101-PTAP inh – qHTS Assay for Iinhibitors of HIV-1 Budding by Blocking the Interaction of PTAP/TSG101 | Tumor susceptibility gene 101 protein (Homo sapiens), Q99816 | Fluorescence polarization, FITC-PTAP peptide / Tsg101 binding | Potency, µM (titrated, usually from 115 µM), for inactives: at the highest dose activity change, negative = inhibition, most hits filed as inhibitors | 340,000 tested, under 10 active | AID 493005, 2010; active means well fitted inhibition curve with a large enough effect in the main read-out, with a control signal flat, not every such curve was filed as active; inconclusive means small, poorly fitted or top-dose-only effect, or effect the other way, or a change in a side signal; inactive means no such curve, though single readings can be large or run the other way; further: potency means the concentration at half of the fitted maximal effect; % of control where 0% means no effect
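Compounds were pin-transferred onto Tsg101 binding domain (10 uM final) in HEPES pH 7.5 buffer, then FITC-PTAP peptide was added at 50 nM final. After 20 min at RT, polarization reported peptide displacement across a qHTS concentration series.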
TRPV1 agonist – HTS Assay for Compounds that Act as Agonists of the Vanilloid Receptor 1. AID 540275, 2011. Transient receptor potential cation channel subfamily V member 1 (Homo sapiens), Q8NER1. actives 0.19% (n = 320,000). activation, % at 8.33 µM. TRPV1-expressing cells, Fluo-8 calcium influx, agonist mode; in the data active means activation above about 80%; inconclusive means between about 30% and that limit; further: 0% is about no effect
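Cells expressing TRPV1 were dye-loaded with Fluo-8 and read kinetically: 10 s baseline, 3 min after compound (agonist portion), then 2 min after EC20 capsaicin (allosteric enhancer portion). Calcium-bound dye fluorescence at 480/520 nm.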
Integrin act MD – qHTS for Activators of Integrin-Mediated Alleviation for Muscular Dystrophy; AID 624291, 2012; alpha7betagal myoblasts, beta-gal FDG fluorescence, 48 h; Potency, µM (doses to about 38.3 µM), without a hit: at the top dose activation, usual class: activators; actives 0.064% (n = 350,000);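 further: potency means the concentration at half of the fitted maximal effect; 100% = response of the positive control SU9516; nearly all actives have a fitted effect of over 60% in size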
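alpha7betagal+/- myoblasts (passage 13, 250/well) treated 48 h at 37C with compounds at 1:260 dilution of DMSO stock. Lysed, then beta-galactosidase activity read as FDG fluorescence (ex 480/em 540) after 30 min, with pre-read for autofluorescence.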
USP2a block – qHTS Assay for Inhibitors of Ubiquitin-specific Protease USP2a Using CHOP2 as the Reporter. Ubiquitin carboxyl-terminal hydrolase 2 (Homo sapiens), O75604. USP2 core, Ub-CHOP2 coupled fluorogenic reporter, 485/531. Potency, µM (titrated, usually from 38.3 µM), without a hit: at the top dose activity change, negative = inhibition, usual class: inhibitors. actives 0.01% (n = 330,000). AID 463254, 2010;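 further: potency means the concentration at half of the fitted maximal effect; plate controls were DMSO wells for no effect and full inhibition by NEM control for full effect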
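Deubiquitinase activity read as fluorescence (485/531 nm) after Ub-CHOP2 cleavage activates the enterokinase reporter on its substrate; USP2 core 10nM, Ub-CHOP2 and substrate 25nM each, 30min compound preincubation then 60min RT; data normalized to NEM, curves fitted.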
S-ASM inh – Inhibitors of Secretory Acid Sphingomyelinase (S-ASM): qHTS; actives 0.006% (n = 340,000); Potency, µM (top dose mostly 57.5 µM), for the others: at the highest dose activity change, negative = inhibition, actives largely listed as inhibitors; Sphingomyelin phosphodiesterase (Homo sapiens), P17405; placental ASM, HMU-PC fluorogenic substrate, 60 min; further: potency means the concentration at half of the fitted maximal effect
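Human placenta-derived ASM enzyme was preincubated with compound for 10 minutes at room temperature, then given fluorogenic substrate HMU-PC0 (9 uM final) for 60 minutes at 37 °C; a pH 10 stop preceded fluorescence reading at Ex 386/Em 447 nm.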
uPA surface inh – qHTS for Inhibitors of Cell Surface uPA Generation. cell surface uPA generation assay, qHTS. Potency, µM (series often up to 38.3 µM), without a hit: at the top dose activity change, negative = inhibition, usual class: inhibitors. actives 0.31% (n = 330,000); active means well fitted inhibition curve with a large enough effect; inconclusive means small, poorly fitted or top-dose-only effect; inactive means no such curve, though single readings can be large or run the other way; tested in mouse RAW 264.7 cells; further: potency means the concentration at half of the fitted maximal effect; on the % scale 0 is the no-effect control and ±100 the full control effect; nearly all actives have a fitted effect of over 55% in size
B2AR arrestin – qHTS assay of beta-arrestin-biased ligands of beta2-adrenergic receptor | Beta-2 adrenergic receptor (Homo sapiens), P07550 | beta-arrestin recruitment to beta2AR, cell-based reporter | Potency, µM (series often up to 46.1 µM), for inactives: at the highest dose activation, hits mostly activators | actives 0.02% (n = 330,000);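 further: potency means the concentration at half of the fitted maximal effect; 0% = DMSO controls and full agonism = EC100 isoproterenol or metaproterenol; nearly all actives have a fitted effect of over 65% in size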
Target sequence (P07550 whole entry, looked up): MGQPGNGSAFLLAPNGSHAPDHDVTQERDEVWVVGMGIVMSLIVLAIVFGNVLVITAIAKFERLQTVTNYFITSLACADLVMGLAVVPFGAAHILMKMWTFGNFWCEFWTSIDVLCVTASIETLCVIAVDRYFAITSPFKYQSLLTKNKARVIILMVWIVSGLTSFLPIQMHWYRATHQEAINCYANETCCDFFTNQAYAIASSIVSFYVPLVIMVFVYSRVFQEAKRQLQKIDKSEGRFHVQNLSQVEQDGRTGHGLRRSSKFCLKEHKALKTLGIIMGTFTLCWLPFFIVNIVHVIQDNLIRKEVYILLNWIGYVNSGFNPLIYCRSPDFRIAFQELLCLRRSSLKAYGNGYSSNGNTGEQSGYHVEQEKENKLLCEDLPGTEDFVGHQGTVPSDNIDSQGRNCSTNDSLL
The depositor's hits bear a star; u = inconclusive; x = no result given; [ ] = another dose, or the depositor's remark. Unless noted, the call rests on the fitted dose curve; in most records, active means well fitted curve in the direction sought with a large enough effect; inconclusive means small, poorly fitted or top-dose-only effect, or another doubt; inactive means no such curve, though single readings can be large; an effect the other way counts as inactive or inconclusive.

Values in the order: p53 reactivator	Eya2 phos inh	ELG1 genotoxic	BRCA1 expr act	TSG101-PTAP inh	TRPV1 agonist	Integrin act MD	USP2a block	S-ASM inh	uPA surface inh	B2AR arrestin
> O=C(CN1CCN(Cc2ccccc2)CC1)NNC(=O)c1ccc(Cl)cc1
 : -2%	10%	0%	1%	-6%	2	19%	1%	5%	-3%	0.1%
> O=C(COc1cccnc1[N+](=O)[O-])N1N=C(c2ccc(Cl)cc2)CC1c1ccco1 (stereo not drawn)
 : 3%	-8%	-8%	0%	-5%	-2	-16%	-18%	-9%	-2%	-0.1%
> COc1ccc(C2C(C)C3(O)CC(C#N)(C(=O)N3)C2(C#N)C#N)cc1 (stereo not drawn)
 : -2%	3%	-1%	-6%	-3%	0	-27%	-2%	2%	-4%	-0.6%
> CCCCN(CC(=O)NC(C)(C)C)C(=O)C(=O)Nc1ccc2c(c1)OCCO2
 : -2%	0%	-3%	-12%	0%	-2	u	1%	-2%	x	0.0%
> COc1ccc(/C=N/NC(=O)c2nn(-c3ccc(Cl)cc3)c(=O)c3c(N)scc23)cc1
 : 0%	-9%	6%	-77%[inhibitor]	0%	2	-3%[7.66 µM]	1%	u	4%	2.7%
> CC1CCN(CCC(=O)NN)CC1
 : 1%	7%	-2%	32%	0%	0	-24%	-1%	0%	3%	-0.2%
> Cc1cccc(N(C)C(=O)c2cc(S(=O)(=O)N3CCCCC3)c[nH]2)c1
 : x	-1%	-5%	0%	-5%	u	-9%	0%	1%	17%	-0.8%
> CCOC(=O)N1CCN(C(=O)c2ccc(Cl)nc2)CC1
 : 0%	9%	3%	-11%	-3%	-2	0%	3%	3%	3%	-1.5%
> NC(=O)/C=C\c1cn(-c2ccccc2)nc1-c1ccc2c(c1)OCCO2
 : -16%	-12%	-3%	-32%	-4%	u	-13%	0%	0%	0%	-0.2%
> O=C(O)/C=C/c1cccnc1
 : -1%	-17%	-1%	4%	-1%	3	u	1%	3%	8%	-0.8%
> COc1cc(S(=O)(=O)N2CCN(c3ccccc3)CC2)ccc1Cl
 : -1%	15%	-2%	-35%	-2%	7	0%	-1%	-2%	0%	0.2%
> CC(C)OCCCNC(=O)c1cc(-c2cccs2)nc2ccccc12
 : -8%	-2%	-9%	-19%	0%	-6	0%	2%	106%[activator]	4%	-0.9%
> CC1CCCCN1S(=O)(=O)c1cccc2nonc12 (stereo not drawn)
 : -5%	2%	-2%	6%	1%	-3	10%	-2%	-1%	3%	0.0%
> C[C@H](CO)N1C[C@H](C)[C@@H](CN(C)C(=O)Nc2ccc(C(F)(F)F)cc2)Oc2ccc(NC(=O)c3ccncc3)cc2C1=O
 : -3%	6%	5%	0%	-4%	x	-11%	7%	-8%	-2%	0.1%
> CCOC(=O)c1cnc2ccc(OCC)cc2c1N(C)Cc1ccccc1
 : 2%	2%	-1%	-30%	1%	u	-22%	-2%	-1%	-2%	4.1%
> CC(=O)c1cnc2c(C(=O)O)cnn2c1C
 : -2%	16%	-3%	9%	-2%	2	-9%	-1%	0%	2%	0.0%
> CCn1c(Cc2ccccc2)nnc1SCC(=O)Nc1ccc2c(c1)OCCO2
 : -1%	-29%	-1%	0%	-1%	2	-1%	1%	-2%	x	-0.2%
> COc1ccccc1NC(=S)NN=C(C)c1ccccn1
 : x	x	x	u	-1%	x	9%	x	-1%	-8%	x
> C/C(=C\C=C\c1ccccc1)C(=O)c1c(C)cc(C)[nH]c1=O
 : -4%	u	0%	-2%	-8%	-1	23%	2%	-5%	3%	0.2%
> CC1OC(OC2C(OC3C(O[C@H]4CC[C@]5(C)C6C=C[C@]78OC[C@@]9(CC[C@@H](C)[C@H](C)C97)[C@H](O)C[C@@]8(C)[C@]6(C)CC[C@H]5C4(C)C)OC(C)C(O)C3O)OC(CO)C(O)C2O)C(O)C(O)C1O (stereo partly drawn)
 : -17%	-4%	-15%	x	x	u	x	-1%	x	x	-0.9%
> CN1CCN(CC(=O)Nc2cc(S(=O)(=O)N3CCOCC3)ccc2Cl)CC1
 : 3%	15%	0%	-12%	-2%	1	22%	0%	1%	-4%	-0.1%
> Cc1nc(N2CCN(c3ccccc3F)CC2)[nH]c(=O)c1C
 : 6%	-10%	-6%	-2%	-6%	0	5%	1%	0%	21%	-1.2%
> O=C(Nc1ccn(-c2ccccc2)n1)c1ccc(S(=O)(=O)N2CCCCCC2)cc1
 : 5%	0%	-24%	-2%	0%	-2	-6%	1%	-5%	2%	0.1%
> Cc1nc2c(-c3ccc(F)cc3)c(C)nn2c(C)c1CCC(=O)N1CCN(c2ccccn2)CC1
 : 2%	-7%	-6%	39%	0%	x	-1%	1%	-1%	15%	-0.2%
> COc1ccc(C(C(=O)Nc2ccc(C(C)C)cc2)N(C)C(=O)CNC(C)=O)cc1 (stereo not drawn)
 : -3%	-4%	2%	-18%	-5%	1	25%	3%	-1%	3%	-1.2%
> CCn1cc(C2=NCCO2)c2ccccc21
 : 2%	-9%	-3%	22%	-1%	2	-6%	2%	-2%	-3%	0.1%
> Cc1cc(-c2cc(C(=O)NC3CCCC3)on2)nc(NCC2CC2)n1
 : 2%	-12%	7%	-17%	-3%	2	16%	4%	3%	-4%	-0.4%
> CCN(CC)S(=O)(=O)c1ccc(N2CCOCC2)c(NS(=O)(=O)c2cc(C(C)(C)C)ccc2C)c1
 : -2%	-15%	-2%	-40%	-2%	16	4%	0%	-2%	-5%	-1.2%
> CC(C)(C)N1CC2([N+](=O)[O-])CN(C(C)(C)C)CC([N+](=O)[O-])(C1)C2
 : 12%	-12%	0%	-25%	-2%	9	-18%	3%	3%	-2%	-0.4%
> CCCC[C@@H]1CN=C(N)N1CCc1cc(C(F)(F)F)cc(C(F)(F)F)c1
 : -14%	-20%	-2%	-84%	-3%	14	-46%[inhibitor]	-1%	-14%	-7%	-0.1%
> COc1ccc(C=O)cc1OC(=O)N1CCOCC1
 : -1%	-15%	2%	-8%	0%	-3	0%	1%	3%	1%	-0.5%
> O=C(COC(=O)CC1CCCC1)Nc1cc2c(cc1Cl)C(=O)c1ccccc1C2=O
 : 17%	1%	15µM*	u	1%	0	4%	3%	-14%	-2%	0.1%
> NC(=O)CCN1CCN(Cc2cn[nH]c2-c2cccc3ccccc23)CC1
 : 0%	-6%	1%	-14%	1%	0	-5%	4%	2%	1%	-0.7%
> CCN(CC)S(=O)(=O)c1cccc(NC(=O)c2ccc(S(=O)(=O)N3CCCC3)cc2)c1
 : x	x	x	-56%	-3%	x	2%	x	-1%	3%	x
> Cc1nn(-c2ccncc2)c2c1C(=O)CC(C)(C)C2Br (stereo not drawn)
 : x	x	x	3%	-5%	x	0%	x	0%	-12%	x
> Cc1ccc2[nH]c3c(=O)n(CCN4CCNCC4)cnc3c2c1
 : 1%	-4%	-4%	4%	0%	-2	17%	2%	-1%	2%	-0.1%
> O=C(CN1C(=O)S/C(=C\c2ccccc2Cl)C1=O)NC1C=CS(=O)(=O)C1 (stereo not drawn)
 : 9%	2%	10%	-34%	-5%	2	0%	3%	0%	-12%	-0.2%
> CN1CCN(C(=O)CCN2C(=O)/C(=C\c3ccc(Cl)cc3Cl)SC2=S)CC1
 : -6%	u	-1%	-33%	2%	2	-65%[inhibitor]	-7%	-3%	-3%	-0.6%

Rows were taken by chance; any-hit rate near 2.6%.
